CHOP UPR activ: activators of apoptotic CHOP UPR arm, primary screen, cell-based, CHO-CHOP luciferase reporter, luminescence, uHTS; 330,000 tested, 0.34% active; activation, % at 10 µM; UPR activation; percent of tunicamycin response over DMSO baseline;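 active means at 10 µM dose, activation of 40% or more, normalized to positive control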;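 further: 100% = tunicamycin at 10 µg/mL and 0% = DMSO alone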
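System: CHO-CHOP luciferase reporter cell line | Buffer or medium: F12 medium containing 10% fetal bovine serum | Doses: One dose, 10 µM in 0.5% DMSO | Times: 6 h compound exposure at 37 °C after overnight seeding | Signal: Luciferase luminescence | Read-out: % activation vs tunicamycin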
tim23-1 inh: growth inhibitors of tim23-1 mutant yeast, primary screen, luminescence, uHTS | inhibition, % at 20 µM | 330,000 tested, 1.3% active | S. cerevisiae tim23-1 growth, BacTiter-Glo luminescence, 24 h;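 active means growth inhibition of the mutant yeast at or above 50%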;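 further: temperature-sensitive mutant grown at 25 °C; plate controls were DMSO-treated mutant yeast for no effect and medium wells lacking yeast for full effect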
XBP1 UPR activ: activators of adaptive XBP1 UPR arm, primary screen, cell-based, CHO-XBP1 luciferase reporter, luminescence, uHTS. activation, % at 20 µM. 330,000 tested, 0.33% active. IRE1-XBP1 UPR activation; percent of tunicamycin response, DMSO as zero;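 active means versus positive control, 20 µM dose yields 30% or more activation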;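 further: 100% = tunicamycin at 10 µg/mL and 0% = DMSO only wells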
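assay system = CHO-XBP1 luciferase reporter cells | amount = 1000 cells/well | buffer or medium = F12 plus 10% FBS | compound dosing = single point, 20 µM final compound, 1% DMSO | incubation = 16-18 h cell attachment at 37 °C, then 6 h compound exposure | detection = Steady-Glo luminescence read | controls = tunicamycin 10 µg/mL and vehicle-only wells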
APJ ag: agonists of human apelin receptor APJ, primary screen, CHO-K1 cells, PathHunter beta-arrestin, luminescence. 330,000 tested, 0.11% active. P35414. 0% DMSO wells, 100% apelin. activation, % at 20 µM;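 active means activation more than six SD over the plate average, tested at 20 µM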;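 further: 0% = DMSO alone and 100% = apelin-13 at 10 nM; some results filed as inactive read as strong as hits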
Target sequence (P35414 whole entry, looked up): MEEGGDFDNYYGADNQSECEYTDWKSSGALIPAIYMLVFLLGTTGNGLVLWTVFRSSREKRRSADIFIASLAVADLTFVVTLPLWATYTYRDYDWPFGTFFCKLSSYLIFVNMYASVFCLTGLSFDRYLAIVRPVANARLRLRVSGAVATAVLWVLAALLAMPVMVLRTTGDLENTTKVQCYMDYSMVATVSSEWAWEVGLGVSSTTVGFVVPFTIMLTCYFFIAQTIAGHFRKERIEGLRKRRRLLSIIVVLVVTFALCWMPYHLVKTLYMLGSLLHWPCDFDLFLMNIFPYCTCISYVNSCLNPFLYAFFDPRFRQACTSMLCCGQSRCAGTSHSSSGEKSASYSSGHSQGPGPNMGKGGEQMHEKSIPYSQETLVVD
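system = engineered CHO-K1 APJ arrestin reporter cells | input = 1000 cells per well | timing = overnight seeding, 90 min compound at 25 °C, 1 h detection | measured by = enzyme-fragment complementation luminescence | read-out = beta-arrestin recruitment to APJ as agonist activity, luminescent signal | control set = negative DMSO alone, positive Apelin-13 at 10 nM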
Mdm2 MdmX PPI: inhibitors of human Mdm2-MdmX association, primary screen, cell-based, luminescence, split luciferase, SaOS-2, uHTS | SaOS-2 split-luciferase Mdm2/MdmX complementation | inhibition, % at 8 µM | Protein Mdm4 (Homo sapiens) + E3 ubiquitin-protein ligase Mdm2 (Homo sapiens), … | 330,000 tested, 3% active;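 active means inhibition of at least 50% at 8 µM in the primary screen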
Jurkat NFkB inh: inhibitors of induced NF-kB luciferase reporter, primary screen, TCR NF-kB activation inhibitor project, cell-based, luminescence, uHTS; Jurkat, PMA/ionomycin-induced NF-kB luciferase reporter; inhibition, % at 4 µM; 330,000 tested, 0.53% active; AID 435003, 2010; in the data active means inhibition above about 50%
697 NFkB inh: inhibitors of PMA/ionomycin-induced NF-kB reporter, 697 cells, primary screen, B-cell NF-kB inhibitor project, cell-based, luminescence, uHTS; 697 B-cell NF-kB luciferase reporter, 16 h; inhibition, % at 4 µM; 330,000 tested, 0.33% active; in the data active means inhibition above about 35%
APJ antag: antagonists of human apelin receptor APJ, primary screen, CHO-K1 cells, beta-arrestin complementation, luminescence; P35414; inhibition, % at 20 µM; 330,000 tested, 0.32% active;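 active means inhibition above about 40% at 20 µM, limit read from the data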;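 further: cells challenged with 10 nM apelin-13 agonist together with compound; plate controls were apelin-13 plus DMSO wells for no effect and DMSO wells lacking apelin-13 for full effect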
An asterisk follows results filed as active; nt = no result given.

Structure | CHOP UPR activ | tim23-1 inh | XBP1 UPR activ | APJ ag | Mdm2 MdmX PPI | Jurkat NFkB inh | 697 NFkB inh | APJ antag
O=C(NCc1cccc(C(F)(F)F)c1)c1ccc[nH]1 | 0.7 | 8 | -1 | -3 | -1 | -5 | 11 | 8
C=CCn1c(SC(C)C(=O)NC2(C#N)CCCCC2)nnc1-c1ccc(OC)cc1 (configuration not stated) | 0.4 | 4 | -1 | -1 | 10 | 4 | 1 | 6
CC(OC(=O)Cc1ccc(F)cc1)C(=O)N1CCc2ccccc21 (configuration not stated) | -0.4 | -5 | -3 | 4 | 18 | -1 | 1 | 24
CCCOc1ccccc1OCC(=O)Nc1ccc(S(=O)(=O)N2CCCC2)cc1 | 1.3 | 36 | -3 | 5 | 20 | 9 | 19 | -11
CC1=CC2(O)OCCN(CCO)C2=CC1=O (configuration not stated) | -0.1 | -6 | -1 | 6 | 18 | 12 | 15 | -32
O=C(CSc1nc(-c2ccccc2Cl)ns1)c1ccc(Cl)cc1 | 1.0 | 32 | 0 | -1 | -12 | 8 | 19 | 0
C=CCn1c(O)c(N=O)c2ccccc21 | -0.3 | 9 | 2 | -2 | 1 | 11 | 6 | -5
CC(C)n1cc(CN2CCC(C(=O)Nc3cccc(-c4cscn4)c3)CC2)cn1 | -1.4 | -1 | -2 | -2 | 8 | 4 | -9 | -5
COc1ccc(-c2nc(-c3ccccc3)c(-c3cc([N+](=O)[O-])ccc3C)[nH]2)cc1O | 15 | 53* | -7 | -2 | 28 | -4 | 4 | 3
O=C(c1ccccc1)c1ccc(CN2C(=O)c3ccccc3C2=O)o1 | 1.4 | 18 | 0 | -1 | 9 | 7 | -19 | 9
Cc1ccc(C(c2nnnn2Cc2cccs2)N2CCN(Cc3ccc4c(c3)OCO4)CC2)cc1 (configuration not stated) | -0.9 | -3 | -2 | -2 | 17 | 14 | 13 | 17
O=C(O)C1CCCN(S(=O)(=O)c2ccc3c(c2)OCCO3)C1 (configuration not stated) | 0.5 | 15 | -4 | -4 | -18 | 4 | 9 | -19
CCOC(=O)c1ccc(S(=O)(=O)N2CCN(C3CC(=O)N(c4ccccc4C(F)(F)F)C3=O)CC2)cc1 (configuration not stated) | 0.0 | -7 | 0 | 7 | -4 | 3 | 12 | 18
COc1ccccc1OC(=O)C1CC(=O)N(c2ccc(Cl)cc2)C1 (configuration not stated) | -1.7 | 12 | -1 | -3 | -16 | -9 | 7 | -19
COC(=O)c1sccc1S(=O)(=O)N1CCCC(N(C)CCc2ccccn2)C1 (configuration not stated) | -0.9 | -6 | -2 | -7 | 9 | -13 | -15 | 6

Arranged by value in Mdm2 MdmX PPI (high to low): 3 of the compounds above.
| Compound | Mdm2 MdmX PPI |
| --- | --- |
| CC(OC(=O)Cc1ccc(F)cc1)C(=O)N1CCc2ccccc21 (configuration not stated) | 18 |
| COC(=O)c1sccc1S(=O)(=O)N1CCCC(N(C)CCc2ccccn2)C1 (configuration not stated) | 9 |
| C=CCn1c(O)c(N=O)c2ccccc21 | 1 |

(listing goes on)
Structure | CHOP UPR activ | tim23-1 inh | XBP1 UPR activ | APJ ag | Mdm2 MdmX PPI | Jurkat NFkB inh | 697 NFkB inh | APJ antag
COc1ccc2c(c1)C(NC(C)=O)C(=O)N2C (configuration not stated) | -2.9 | 2 | -5 | -4 | 15 | 11 | 20 | -27
CCn1nnc2c(=O)oc3ccccc3c21 | -1.6 | 22 | -1 | -2 | 9 | 5 | 9 | 3
CC(=O)c1ccc(OCC(=O)c2ccc(-c3ccccc3)cc2)cc1 | 2.6 | 31 | 4 | 0 | 6 | -5 | -9 | -41
O=C(C[C@H]1C/C=C\CC[C@H](Cc2ccc(F)cc2)C(=O)OCCNC1=O)NCCO | 1.9 | -2 | -1 | -4 | 11 | 0 | 6 | -1
O=c1[nH]cnc2sc3c(c12)CCN(Cc1ccccc1)C3 | 0.5 | 12 | -1 | -1 | 9 | -15 | -23 | 7
COCCOc1cc(NCc2ccccc2)c2ncn(C(C)C)c2c1 | -1.3 | 24 | -1 | 2 | 19 | -12 | -11 | 2
COc1cccc(CC(=O)n2nc(N)c3cc4ccc(OC)cc4nc32)c1 | 0.5 | 9 | 0 | -1 | 64* | 2 | -93 | 2
CCOc1ccc2c(c1)[nH]c(=S)n2C | 0.1 | -2 | 0 | -5 | 21 | -8 | 8 | -5
Cc1ccc(C2CC(=O)Oc3cc(C)c(Br)c(C)c32)cc1 (configuration not stated) | 1.4 | 40 | -1 | nt | -9 | nt | 24 | nt
COC(=O)Cc1ccc(NC(=O)c2ccc(C(C)(C)C)cc2)cc1 | -3.8 | 36 | -3 | 0 | 66* | 64* | 77* | 4
CCCCNC(=S)Nc1ccc(F)cc1 | 0.4 | -21 | 0 | 1 | 13 | 17 | 21 | 2
O=C(c1cccc(C(F)(F)F)c1)C1CCCN(Cc2ccc(OCCO)cc2)C1 (configuration not stated) | -0.5 | 21 | -2 | -2 | 0 | -18 | 10 | -15
CCN(CC)C(=O)Cn1c(=O)n(-c2ccccc2)c(=O)c2sccc21 | -1.0 | 13 | -2 | -4 | 13 | 11 | 14 | -7
Cc1nn(C)cc1S(=O)(=O)Nc1cccc(Cl)c1 | -0.6 | 18 | 0 | -1 | 11 | 7 | 9 | 5
O=C(c1ccc2c(c1)OCO2)N1CCN(S(=O)(=O)c2ccc(Br)cc2Cl)CC1 | -0.8 | 34 | -3 | 0 | 11 | -4 | -8 | -5
Cn1cnnc1SCc1ccc(C(=O)N=Nc2c(O)n(C)c3ccccc23)cc1 | -0.5 | 0 | -3 | -3 | 24 | 11 | 5 | 3
COc1ccc(NS(=O)(=O)c2ccc(-n3cnnn3)cc2)cc1OC | -0.9 | -5 | -5 | -2 | 8 | 1 | -16 | -6
O=C(CNC(=O)c1ccc2ccccc2c1)NCc1ccccc1F | 1.4 | 15 | -2 | 0 | 11 | 17 | 15 | -19
CCc1ccccc1NC(=O)COC(=O)c1c(C)nsc1NC | 3.7 | -8 | -4 | 6 | 15 | 33 | 2 | -4
Cc1ccc(-c2nnc(N3CCOCC3)c3ccccc23)cc1S(=O)(=O)NCc1cccnc1 | 0.1 | 21 | -2 | -2 | 9 | -2 | -12 | -11
O=C(O)CSc1nnc(-c2ccc(Cl)cc2Cl)n1-c1ccc(Br)cc1 | 0.2 | -3 | -5 | 0 | 3 | 1 | 1 | -4
Cc1c(C(=O)Nc2ccc(S(=O)(=O)N3CCOCC3)cc2)cccc1[N+](=O)[O-] | 1.0 | -8 | -1 | 0 | 20 | -5 | 15 | 19
NNC(=O)c1cc(-c2ccco2)[nH]n1 | -0.2 | -1 | 0 | 2 | 19 | 9 | 3 | -5
CCC(=O)Nc1ccc(/C(C)=N\NS(=O)(=O)c2ccc(C)cc2)cc1 | 2.1 | 3 | -3 | -2 | 13 | 0 | 5 | 6
CN(Cc1ccc(F)cc1)C(=O)CNC(=O)C1CCCCC1 | -0.5 | 6 | -2 | 4 | 29 | 0 | 9 | 6
Nc1ccc(C23CC4CC(CC(C4)C2)C3)cc1 | -0.8 | 34 | 2 | -2 | 8 | -3 | -16 | -36
C/C(=N\NC(=O)Cc1ccc(F)cc1)c1ccc(O)cc1 | -0.7 | 6 | -5 | 0 | 12 | -6 | -17 | -1
Cc1ccc(C(C)NC(=O)Cn2nc(C)c([N+](=O)[O-])c2C)cc1 (configuration not stated) | -0.5 | -2 | -3 | -1 | 3 | 8 | -16 | 18
C=CCN(c1ccccc1)S(=O)(=O)c1cccc(C(=O)NCC(c2ccc(OC)cc2)N2CCCCC2)c1 (configuration not stated) | 0.6 | -6 | 0 | 11 | 38 | 13 | -21 | -1
Nc1c(N(CCO)C(=O)/C=C/c2ccco2)c(=O)[nH]c(=O)n1Cc1ccccc1 | 1.1 | 14 | -2 | -3 | -4 | -1 | 20 | 13
Cc1c(C#N)c(N)nc2c3c(sc12)NC(=O)CC3c1ccccc1 (configuration not stated) | 3.6 | -4 | 2 | 0 | 27 | -4 | -7 | 2
Cc1cccc(C)c1NC(=O)NC1(C(=O)NCc2ccncc2)CCCCC1 | 0.8 | -4 | -4 | 1 | 22 | 21 | 17 | 7
CC(C)c1ccccc1-n1c(SCC(=O)c2ccc3c(c2)NC(=O)CO3)nc2ccccc2c1=O | 3.1 | 6 | 6 | 2 | 41 | 0 | -10 | 9
O=c1nc2n(c3ncccc13)CCC2 | -0.4 | -7 | -2 | -2 | 29 | 0 | 3 | -5
O=C(COc1ccc2ccccc2c1)N/N=C/C1CC=CCC1 (configuration not stated) | -2.5 | 11 | 0 | -2 | 6 | 5 | 9 | -6
CCN(CC)C(=O)Cn1cc(S(=O)(=O)CC(=O)NCc2ccc3c(c2)OCO3)c2ccccc21 | -0.8 | -15 | -2 | -5 | 15 | 7 | -9 | 2
Cc1sc(NC(=O)c2ccco2)c(C(c2ccccc2)N2CCC(C)CC2)c1C (configuration not stated) | 1.6 | 20 | 4 | -1 | 32 | 11 | 18 | 18
CCN1C(=NCc2ccccc2)N[C@@H](c2ccccc2)[C@H](C(=O)OC)[C@H]1C | -2.4 | 14 | -2 | 9 | 0 | -10 | -22 | 0
CC(C)N(C(C)C)S(=O)(=O)c1ccc(Cl)nc1 | -0.2 | 6 | -3 | -1 | -1 | -7 | 10 | 16
Cc1ccc(Nc2nc(C)cc(C)c2C(N)=O)cc1 | -0.5 | 9 | 2 | -3 | -7 | 10 | 11 | -4
CCOC(=O)N/N=C/c1c(C)nn(-c2ccccc2Cl)c1Cl | 5.3 | 40 | 6 | -1 | -41 | -20 | -57 | -18
COc1ccc(NCC(=O)Nc2ccccc2C#N)cc1Cl | 1.2 | 4 | 0 | 0 | 9 | -10 | 19 | 14
CCN(CC)C(=O)COc1coc(CN2CCN(c3cccc(Cl)c3)CC2)cc1=O | -1.1 | 1 | -1 | -2 | 7 | -4 | -5 | 2
Cc1nc(Cc2nnc(SCC(=O)N3CCN(c4ccc(F)cc4)CC3)o2)cs1 | 1.1 | 22 | -3 | 0 | -22 | -1 | 15 | 3
CCCCCCCCC1CC(C(=O)Nc2ccccc2)C(=O)O1 (configuration not stated) | 1.0 | 17 | 0 | 6 | -1 | -10 | -5 | 4
O=C(NCc1ccc(F)cc1)C1CCCN(S(=O)(=O)c2cccc3nsnc23)C1 (configuration not stated) | 1.3 | 3 | -1 | 1 | -1 | -3 | 9 | 15

Jurkat NFkB inh: hit marks shown above.
SMILES | XBP1 UPR activ | Mdm2 MdmX PPI | Jurkat NFkB inh | 697 NFkB inh | APJ antag
COC(=O)Cc1ccc(NC(=O)c2ccc(C(C)(C)C)cc2)cc1 | -3 | 66* | 64* | 77* | 4
